VLA-4 inh = inhibition in human VLA-4 binding assay, primary screen, VLA-4 allosteric modulator project, MLPCN library, flow cytometry, VLA-4 expressing cells. ligand binding flow cytometry. inhibition, % (about 7 µM as worked out from the volumes in the protocol). 330,000 tested, 0.2% active; in the data active = inhibition above about 50%
Target sequence (P13612 whole entry, looked up): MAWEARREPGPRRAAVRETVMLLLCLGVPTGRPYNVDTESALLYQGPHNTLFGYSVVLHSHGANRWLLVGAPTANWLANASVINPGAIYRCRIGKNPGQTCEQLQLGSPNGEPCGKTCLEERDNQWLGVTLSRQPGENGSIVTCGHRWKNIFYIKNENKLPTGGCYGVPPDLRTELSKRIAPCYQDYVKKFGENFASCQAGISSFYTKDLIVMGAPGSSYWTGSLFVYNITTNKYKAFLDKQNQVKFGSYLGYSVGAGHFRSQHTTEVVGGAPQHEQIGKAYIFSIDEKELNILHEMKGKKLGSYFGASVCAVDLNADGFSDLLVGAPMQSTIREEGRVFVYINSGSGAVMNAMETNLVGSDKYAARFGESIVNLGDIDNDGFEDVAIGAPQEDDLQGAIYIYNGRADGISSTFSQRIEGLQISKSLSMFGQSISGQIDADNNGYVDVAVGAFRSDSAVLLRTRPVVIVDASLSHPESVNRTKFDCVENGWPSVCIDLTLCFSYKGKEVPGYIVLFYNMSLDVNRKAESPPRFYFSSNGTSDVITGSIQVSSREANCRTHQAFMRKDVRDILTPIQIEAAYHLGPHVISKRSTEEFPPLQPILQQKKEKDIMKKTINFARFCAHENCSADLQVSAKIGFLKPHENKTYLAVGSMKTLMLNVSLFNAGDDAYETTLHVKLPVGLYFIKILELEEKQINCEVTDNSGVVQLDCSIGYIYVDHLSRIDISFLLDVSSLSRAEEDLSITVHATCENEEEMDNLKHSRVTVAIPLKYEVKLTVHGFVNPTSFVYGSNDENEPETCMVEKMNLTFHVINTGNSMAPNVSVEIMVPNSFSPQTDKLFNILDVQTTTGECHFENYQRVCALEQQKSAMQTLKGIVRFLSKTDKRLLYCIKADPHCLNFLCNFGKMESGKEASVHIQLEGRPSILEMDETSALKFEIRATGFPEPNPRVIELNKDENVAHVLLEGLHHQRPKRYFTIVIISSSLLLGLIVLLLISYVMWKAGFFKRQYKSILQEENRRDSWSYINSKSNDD
MCL1 BIM primary = inhibitors of MCL1 binding to BIM-BH3, primary screen, biochemical, fluorescence polarization. GST-MCL1 / FITC-Bim-BH3 fluorescence polarization. inhibition, % at 10.9 µM. 320,000 tested, 0.68% active;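 active = inhibition above the mean inhibition of all tested compounds plus 3 SD, set per campaign, cut at about 40% in these data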;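 note: 0% = DMSO wells and 100% = unlabeled Bim-BH3 peptide control; higher means more loss of mP so more displacement of Bim peptide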
MEX-5 binding = MEX-5 zinc finger RNA-binding disruptors – biochemical, C. elegans, fluorescence polarization, MLPCN library, primary screen; 300,000 tested, 0.38% active; AID 1832, 2009; Zinc finger protein mex-5 (Caenorhabditis elegans), Q9XUB2; activity score (negative = inhibition of binding), % at 10 µM; MEX-5/FITC-TCR2 RNA binding; stronger effect = lower value;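 active = inhibition past about -25% in most replicates, and total fluorescence under double the plate's negative control median, limit read from the data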;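 note: 0% = DMSO and -100% = 5 µM competing unlabeled TCR2 RNA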
CIT2 TOR yeast = modulators of CIT2-GFP expression in yeast, primary screen, S. cerevisiae, GFP fusion, multiplex flow cytometry, MLPCN library | S. cerevisiae CIT2-GFP strain, 3 h; 100 means same as DMSO wells | GFP response vs DMSO, % at 10 µM | 320,000 tested, 0.065% active | AID 2029, 2009;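 active = GFP response relative to DMSO above a set limit, near the screen mean plus 3 SD, cut at about 150% in these data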;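 note: ratio of well median GFP fluorescence to mean of DMSO wells on the plate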
CR mimetic SO = reduction of superoxide in aged yeast, primary screen, HTS; S. cerevisiae aged cells, superoxide DHE fluorescence; stronger effect = lower value; superoxide response (% of plate mean), % at 10 µM; 330,000 tested, 0.18% active;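 active = superoxide response under a set limit, about three screen SD below normal, cut at about 65% in these data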;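 note: yeast aged for seven days with compound at 30 °C before DHE staining; 100% = average MFI of all compound-treated wells on the plate with controls excluded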
Bcl-xL primary = inhibitors of human Bcl-xL, primary screen, biochemical, fluorescence polarization, HTS | Bcl-2-like protein 1 (Homo sapiens), Q07817 | GST-Bcl-xL / FITC-Bim BH3 peptide fluorescence polarization | inhibition, % at 10.9 µM | 320,000 tested, 0.7% active;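 active = inhibition above the mean of all tested compounds plus 3 SD, cutoff set per campaign, cut at about 30% in these data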;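 note: 0% = DMSO wells and 100% = unlabeled Bim-BH3 peptide competitor; inhibitors lower millipolarization by displacing the labeled peptide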
AGP1-GFP MLPCN = modulators of AGP1-GFP expression in yeast TOR pathway, primary screen, cell-based, multiplex flow cytometry, S. cerevisiae, MLPCN library; 3 h; GFP as percent of DMSO wells; GFP response vs DMSO, % at 10 µM; 320,000 tested, 0.02% active; AID 2066, 2009;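 active = GFP response relative to DMSO above a set limit, near screen average plus 3 SD, cut at about 150% in these data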;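 note: median GFP channel fluorescence of the gated AGP1 strain per well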
GRK2 aptamer HTS = compounds blocking aptamer binding on GRK2 – biochemical, human GRK2, bead flow cytometry, HTS, primary screen | FAM-aptamer displacement from GRK2 | inhibition of aptamer binding, % at 10 µM | Beta-adrenergic receptor kinase 1 (Homo sapiens), P25098 | 330,000 tested, 0.59% active;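 active = inhibition of aptamer binding above 40%, roughly 3 SD of noise, on plates passing a quality check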;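 note: median bead fluorescence of bound FAM aptamer so fluorescent compounds give negative values; no value below 0 was filed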
GLD-1 TGE inh = GLD-1/TGE RNA complex disruptors, primary screen, biochemical, fluorescence polarization | Female germline-specific tumor suppressor gld-1 (Caenorhabditis elegans), Q17339 | AID 2280, 2010 | purified GLD-1 + fluorescein TGE RNA | 320,000 tested, 0.44% active | inhibition, % at 5.96 µM;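 active = percent inhibition above a per-plate cutoff, the plate mean of test compounds plus 3 SD, cut at about 30% in these data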;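 note: 0% = DMSO wells with GLD-1 and probe and 100% = wells lacking GLD-1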
An asterisk follows results filed as active; x = no result given; [ ] = dose if it differs, or a comment.

SMILES	VLA-4 inh	MCL1 BIM primary	MEX-5 binding	CIT2 TOR yeast	CR mimetic SO	Bcl-xL primary	AGP1-GFP MLPCN	GRK2 aptamer HTS	GLD-1 TGE inh
NC(=O)c1nsc(C(=O)N(c2ccccc2F)C(C(=O)NCc2ccccc2)c2ccc(O)cc2)c1N (centres undefined)	2	5	-2.0	97	89	1	96	4	0
Cc1cc(S(=O)(=O)N2CCN(c3c(C)cccc3C)CC2)ccc1F	-4	3	2.0	107	101	3	106	0	-2
CCOC(=O)c1sc(-c2ccccc2)cc1NC(=O)Nc1ccc([N+](=O)[O-])cc1	6	5	-1.9	100	102	-1	89	0	-3
Cn1c(=O)c2c([nH]c(=O)n2C)n(C)c1=O	26	1	-1.7	92	94	-4	101	0	2
CC(C)Cc1ccc(C(C)C(=O)OCC(=O)c2c[nH]c3ccccc23)cc1 (centres undefined)	9	-2	2.0	107	109	6	117	0	4
Cc1cc(NC(=O)CSc2nc3cc(C)c(C)cc3cc2C)no1	9	-2	1.2	98	98	-1	101	0	7
CC1CCN(C(=O)c2ncn(C)c2C(=O)N2CCC(C)CC2)CC1	12	x	x	73	90	x	84	0	9
CCn1cc(C(=O)NCCCO)c(=O)c2cc(F)c(N3CCN(C)CC3)cc21	9	0	2.0	100	95	-2	103	0	-5
Cc1ccc(-n2ncc3c2CCCC3NC(=O)CCn2ccnc2C)cc1C (centres undefined)	-7	7	4.7	96	89	7	95	0	-1
Cn1c(CN2CCN(CCO)CC2)c(C#N)c2ccccc21	-2	-1	-0.2	97	94	4	104	0	4
Cc1nn(C/C(C#N)=N\O)c(C)[n+]1N	12	4	2.6	105	109	5	103	0	3
O=C(N/C(=C\c1cccnc1)C(=O)N1CCOCC1)c1cccc(Br)c1	-3	-4	0.3	95	115	7	98	0	9
Cc1cc(=O)oc(C)c1C(=O)NCc1c(F)cc(F)cc1F	8	-5	-3.3	104	115	-3	108	0	-2
COC(=O)c1ccc(NC(=O)COC(=O)C2CC(=O)N(Cc3ccccc3)C2)cc1 (centres undefined)	4	3	2.6	91	122	0	87	4	8
Cc1c(NC(=O)CSc2ccccc2Cl)c(=O)n(-c2ccccc2)n1C	15	-14	3.5	101	96	-3	103	1	1
COc1ccc(C(NC(=O)C(C)C)c2c(O)ccc3ccccc23)cc1OC (centres undefined)	6	-3	1.6	115	92	-5	105	0	3
CN(C(=O)CCNC(=O)Cn1cnc2ccccc2c1=O)c1ccc(Br)cc1	1	2	-1.0	98	99	-2	100	0	-1
COc1cccc(CC(=O)OCC(=O)N(C)CC(=O)Nc2ccccc2Cl)c1	-10	-9	x	88	85	-5	89	0	4
CCOc1ccccc1C1C(C(=O)OC)=CN(C)C=C1C(=O)OC	-5	5	0.5	91	107	3	100	2	4
O=C(CSc1nnc(Cc2ccccc2)n1Cc1ccco1)NC12CC3CC(CC(C3)C1)C2	15	0	0.2	99	122	5	103	0	9
COc1ccc([N+](=O)[O-])cc1C(=O)NCCOc1ccc(Cl)cc1	5	2	-0.1	103	112	2	89	0	1
CCOc1ccc(-c2nnn(CC(=O)c3ccc4c(c3)OCCO4)n2)cc1OCC	-10	4	1.0	88	94	-1	89	2	5
CC(CNC(=O)CC(C)(C)C)NC(=O)CC(C)(C)C (centres undefined)	22	3	-0.2	96	112	1	100	0	10
Cn1c(=O)oc2cc(S(=O)(=O)NCC3CCCO3)ccc21 (centres undefined)	-14	-1	-1.5	x	100	2	92	0	2
Cc1ccc(C)c(S(=O)(=O)N(C(=O)c2ccncc2)c2ccc(OC(=O)c3ccncc3)cc2)c1	31	-1	0.4	93	92	1	93	0	2

2 entries from above, with two lines to a compound:
Under each structure: VLA-4 inh | MCL1 BIM primary | MEX-5 binding | CIT2 TOR yeast | CR mimetic SO | Bcl-xL primary | AGP1-GFP MLPCN | GRK2 aptamer HTS | GLD-1 TGE inh
> Cn1c(=O)c2c([nH]c(=O)n2C)n(C)c1=O
 : 26 | 1 | -1.7 | 92 | 94 | -4 | 101 | 0 | 2
> CC(C)Cc1ccc(C(C)C(=O)OCC(=O)c2c[nH]c3ccccc23)cc1 (centres undefined)
 : 9 | -2 | 2.0 | 107 | 109 | 6 | 117 | 0 | 4

Next entries follow:
SMILES	VLA-4 inh	MCL1 BIM primary	MEX-5 binding	CIT2 TOR yeast	CR mimetic SO	Bcl-xL primary	AGP1-GFP MLPCN	GRK2 aptamer HTS	GLD-1 TGE inh
CCCCOc1ccc(CSC2=NCCN2)cc1[N+](=O)[O-]	-10	-1	2.1	100	109	-2	96	0	3
CCCc1nc2oc3c(NCCCN(C)C)ncnc3c2c2c1CCCC2	4	-3	1.4	95	97	-2	98	0	1
O=C(Nc1ccccc1O)c1ccc2c(c1)C(=O)N(N1C(=O)c3ccccc3C1=O)C2=O	-5	-7	-5.1	103	73	1	101	2	4
O=C(COC(=O)Cc1ccc(Br)cc1)NC12CC3CC(CC(C3)C1)C2	0	5	1.4	115	94	6	114	2	15
CC1CCCC(C)N1CCNC(=O)CCc1nnc2n(Cc3ccccc3)c(=O)c3ccccc3n12 (centres undefined)	-13	11	-1.7	103	107	14	103	0	-1
CCCCC(=O)Nc1cccc(NC(=O)c2cccc(Br)c2)c1	-7	1	-3.7	105	101	1	100	0	0
CC1CCCCC1NC(=O)CCCCn1c(=O)[nH]c2ccsc2c1=O (centres undefined)	-5	1	1.2	103	102	-1	100	0	5
O=C(CSc1nccc(=O)[nH]1)N1CCCc2ccccc21	12	4	2.7	98	90	4	99	3	-7
COCCNC(=O)c1c(CSc2ccc(F)cc2)noc1C(=O)NCc1ccccc1	-12	4	-0.5	89	115	6	83	1	4
CCc1nnc(NC(=O)CSc2nnc(-c3ccccc3OC)n2-c2ccc(C)cc2)s1	14	-2	1.3	96	111	-1	102	0	8
COC(=O)/C(=C1/Oc2cc3c(cc2S1)OCO3)C(F)(F)F	4	-3	-1.4	92	103	2	96	0	-5
CC(=O)Nc1ccc(S(=O)(=O)Oc2ccc(C(=S)N3CCC(O)CC3)cc2)cc1	22	6	-0.4	103	91	5	108	2	4
COc1ccc(C2=NN(C(=O)c3cccs3)C(O)(C(F)(F)F)C2)cc1 (centres undefined)	-3	8	-2.5	96	113	2	100	0	2
Cc1cc2ccccc2n2c(SCC(=O)NCc3cccs3)nnc12	7	8	-2.9	112	98	7	97	1	4
COc1ccc(NC(=O)Cn2cnc3c(cnn3C(C)(C)C)c2=O)cc1OC	1	9	-0.5	98	87	6	105	0	4
C=CCc1ccc(OCCOCCN(C)C)c(OC)c1	-4	3	0.6	111	95	7	103	0	8
CN(CC(=O)Nc1cccc(F)c1)C(=O)/C=C/c1cn(Cc2ccccc2)nc1-c1cccnc1	3	1	-20	98	95	4	101	0	2
Cc1ccc(C)n1-c1ccccc1N	2	87*	-21	99	111	92*	96	0	99*
Cc1ccc(NS(=O)(=O)c2cccc(C(=O)NCc3ccccn3)c2)cc1	15	0	1.0	108	100	-3	114	0	8
O=C(COC(=O)c1cccc(S(=O)(=O)N2CCOCC2)c1)Nc1nc(-c2ccccc2Cl)cs1	-6	0	0.4	98	111	0	104	3	-1
CC(C)C[C@H](NC(=O)C1CC(=O)N(c2ccc3c(c2)OCO3)C1)C(=O)NC1CCCCC1 (some centres undefined)	-14	-2	0.9	100[may fluoresce red]	99	1	91[may fluoresce red]	1	1
Cc1ccc(CSC2=NCCN2C(=O)c2ccco2)cc1	-10	11	0.5	100	95	8	99	0	2
C[C@@H](C(=O)OCC(=O)NCCc1ccc(S(N)(=O)=O)cc1)N1C(=O)C2CCCCC2C1=O (some centres undefined)	15	-4	0.5	109	65*	-6	107	0	-2
CCC(NC(=O)Nc1cc(C)on1)(C(F)(F)F)C(F)(F)F	0	-4	-1.1	96	114	-1	106	4	-4
O=[N+]([O-])c1ccc(N2CCN(S(=O)(=O)c3ccccc3)CC2)cc1NCCN1CCOCC1	-3	-1	-2.0	100	101	3	99	2	6
(continued)
SMILES	VLA-4 inh	MCL1 BIM primary	MEX-5 binding	CIT2 TOR yeast	CR mimetic SO	Bcl-xL primary	AGP1-GFP MLPCN	GRK2 aptamer HTS	GLD-1 TGE inh
COC(=O)c1ccc(NC(=O)c2ccc(OC(C)=O)c(OC)c2)cc1	11	-2	1.2	90	93	-11	97	2	3
Cc1cccc(NC(=O)c2ccc(S(=O)(=O)NCc3ccco3)cc2)n1	14	10	x	102	106	5	103	0	-2
O=C(CSc1nnc(-c2ccncc2)n1Cc1ccco1)Nc1ccccc1Cl	-4	2	1.1	111	93	5	109	1	-7
O=C(COc1ccc2c(c1)CCC2)N1CCN(c2ccc(F)cc2)CC1	9	-4	1.5	98	95	1	100	0	-1
CC(C(=O)Nc1ccc(Br)cc1)N(C)CC(=O)NCc1ccco1 (centres undefined)	18	-12	x	90	114	-10	95	4	1
O=C(C1CCC(=O)N(C2CC2)C1)N1CCN(c2cccc(Cl)c2)CC1 (centres undefined)	10	x	0.5	108	95	x	98	1	x
CCOC(=O)c1c(C)[nH]c(C(=O)OCC(=O)c2ccccc2)c1C	1	-6	0.3	95	92	0	99	1	3
Cc1ccc(NC(=S)Nc2ccc3[nH]c(=O)[nH]c3c2)cc1C	18	10	x	102	102	11	98	2	0

Whole records from above.
Shown for O=C(COc1ccc2c(c1)CCC2)N1CCN(c2ccc(F)cc2)CC1 → VLA-4 inh = 9; MCL1 BIM primary = -4; MEX-5 binding = 1.5; CIT2 TOR yeast = 98; CR mimetic SO = 95; Bcl-xL primary = 1; AGP1-GFP MLPCN = 100; GRK2 aptamer HTS = 0; GLD-1 TGE inh = -1
Shown for Cc1ccc(NC(=S)Nc2ccc3[nH]c(=O)[nH]c3c2)cc1C → VLA-4 inh = 18; MCL1 BIM primary = 10; MEX-5 binding = x; CIT2 TOR yeast = 102; CR mimetic SO = 102; Bcl-xL primary = 11; AGP1-GFP MLPCN = 98; GRK2 aptamer HTS = 2; GLD-1 TGE inh = 0
Shown for Cc1cccc(NC(=O)c2ccc(S(=O)(=O)NCc3ccco3)cc2)n1 → VLA-4 inh = 14; MCL1 BIM primary = 10; MEX-5 binding = x; CIT2 TOR yeast = 102; CR mimetic SO = 106; Bcl-xL primary = 5; AGP1-GFP MLPCN = 103; GRK2 aptamer HTS = 0; GLD-1 TGE inh = -2
